Peg3 promoter = Peg3 promoter-driven luciferase inhibitors, primary screen, cell-based, HeLa, luciferase luminescence. HeLa PEG-Prom luciferase reporter, overnight. inhibition, % at 20 µM. actives 1.7% (n = 360,000). AID 588405, 2011;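 active means inhibition of at least 50% at 20 µM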
TRPM1 prom inh = inhibitors of MITF-dependent TRPM1 promoter reporter, primary screen, cell-based, SK-MEL-5, single point, luciferase. SK-MEL-5 TRPM1 promoter luciferase, 24 h. inhibition, % at 12.5 µM. actives 0.83% (n = 330,000);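 active means mean inhibition across replicates of 60% or more, whatever share of single replicates reaches that level; inconclusive means some that reach 60%, reason not given; inactive means mean inhibition across replicates below 60%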; further: values of inactives mirror those of a sister screen read the other way
KKLEB tox = cytotoxicity in KKLEB CF airway cells, primary screen, cytotoxicity control for CF NF-kB inhibitor project, cell-based, uHTS, fluorescence assay plates. KKLEB CF airway cells viability, ATPlite luminescence, overnight; active compounds read low; cells stimulated with P. aeruginosa culture filtrate. activity change (cytotoxicity), % at 5 µM. actives 0.36% (n = 360,000). AID 602141, 2011;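 active means corrected activity change at or below -50% at 5 µM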
aDG glyco act = activators of alpha-DG glycosylation, primary screen, uHTS, Pro5-aDG cells, AlphaScreen; AID 624168, 2012; alpha-DG glycosylation AlphaScreen (IIH6); 0% Pro5, 100% B10-LARGE cell signal; activation, % at 10 µM; actives 0.22% (n = 360,000);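 active means activation of at least 8% versus controls, or a plate z-score of at least 8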;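 further: Pro5 are CHO cells carrying HIG-tagged alpha-DG that lacks glycosylation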
CF NFkB block = inhibitors of PAF-induced NF-kB signaling, primary screen, cell-based, GFP fluorescence, uHTS; AID 588850, 2011; inhibition, % at 5 µM; actives 0.86% (n = 360,000); KKLEB NF-kB-GFP reporter, GFP fluorescence overnight;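 active means at least 50% inhibition at 5 µM, scaled per plate between neutral and stimulator controls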;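 further: PAF is a Pseudomonas aeruginosa culture filtrate used as stimulus; plate controls were PAF-stimulated DMSO wells for no effect and unstimulated DMSO wells for full effect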
Shn3 3UTR inh = reduction of Shn3 3'UTR firefly luciferase signal, primary screen, Schnurri-3 inhibitor project, cell-based, Clone20 osteoblasts, set 2 | Clone20 osteoblast Shn3 3'UTR firefly luciferase, 24 h | inhibition, % at 12.5 µM | actives 0.52% (n = 360,000);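 active means mean inhibition of at least 75% with every replicate also reaching 75%; inconclusive means mean inhibition at least 75% but some replicate below; inactive means mean inhibition below 75%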;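 further: 0% = median of neutral control wells and 100% = pilot-screen positive control compound; some compounds past the cut are filed as inactive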
NR2E3 ag-1 = inhibitors of NR2E3-RetCOR corepressor binding, primary screen, NR2E3 agonist project, biochemical, TR-FRET, GST-NR2E3, biotin-RetCOR; Photoreceptor-specific nuclear receptor (Homo sapiens), Q9Y5X4; 1536-well; inhibition of corepressor binding, % at 4.78 µM; actives 0.12% (n = 320,000); AID 2300, 2010;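 active means percent inhibition above the cutoff of mean plus 3 SD of all tested compounds, set per screening campaign, cut at about 20% in these data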;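 further: 0% = DMSO wells and 100% = biotin wells as full block of FRET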
Target sequence (Q9Y5X4 whole entry, looked up): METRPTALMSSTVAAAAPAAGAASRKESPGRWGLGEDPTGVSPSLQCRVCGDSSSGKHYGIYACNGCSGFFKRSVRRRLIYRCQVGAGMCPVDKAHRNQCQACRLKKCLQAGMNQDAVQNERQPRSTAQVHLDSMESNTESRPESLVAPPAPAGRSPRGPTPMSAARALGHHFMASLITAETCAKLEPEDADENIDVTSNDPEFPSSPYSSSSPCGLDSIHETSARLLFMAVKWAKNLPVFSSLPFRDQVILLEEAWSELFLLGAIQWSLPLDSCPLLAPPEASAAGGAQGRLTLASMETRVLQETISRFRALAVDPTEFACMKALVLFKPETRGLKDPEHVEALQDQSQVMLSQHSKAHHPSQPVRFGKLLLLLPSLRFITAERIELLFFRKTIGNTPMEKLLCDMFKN
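Material – GST-tagged NR2E3 plus biotinylated RetCOR corepressor · Quantity – NR2E3 fusion 1.35 nM · Times – 5 h incubation at 4 °C · Medium – pH 7.5 Tris-based buffer · Technique – TR-FRET, Eu(K)-anti-GST donor, streptavidin-D2 acceptor, ex 340, em 617/671 nm · Benchmarks – high control biotin, low control 0.6% DMSO · Format – 1536-well plates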
NR2E3 ag-2 = NR2E3 agonists in two-hybrid cells, primary screen, cell-based, luminescence, CHO-S, Gal4-NCOR/VP16-NR2E3; luciferase; inhibition of corepressor binding, % at 3.98 µM; AID 602229, 2012; actives 0.35% (n = 360,000);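 active means inhibition above the mean of all tested compounds plus 3 SD, cut at about 70% in these data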;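 further: 0% = DMSO with NR2E3 transfected cells and 100% = cells lacking NR2E3 construct; higher means lower luciferase signal from less NR2E3 corepressor binding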
hiPSC survival = enhancers of single-cell hiPSC survival, primary screen, ATPlite luminescence; 100% = ROCK inhibitor wells, 0% = DMSO; survival enhancement, % at 20 µM; actives 0.044% (n = 360,000); in the data active means survival enhancement above about 18%;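 further: cells exposed to compounds for 16 hours before the ATP read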
TWEAK-Fn14 inh = inhibitors of TWEAK-Fn14 signaling, primary screen, luciferase reporter cells, uHTS | TWEAK-stimulated Fn14 reporter cells, luciferase luminescence, 8 h | inhibition, % at 10 µM | actives 2% (n = 360,000) | AID 1159606, 2016; in the data active means inhibition above about 50%
HIF-2a inh = HIF-2a reporter inhibitors, primary screen, luminescence, 786-0 RCC cells | actives 0.72% (n = 360,000) | inhibition, % at 18.8 µM | 786-0 RCC cells HIF-2a reporter, luciferase luminescence, overnight;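 active means inhibition of the luminescence signal of 40% or more relative to plate controls, in a single-dose primary screen at 18.75 µM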
Active calls of the source: *; ? = inconclusive; / = no result given; & = joins results of further samples.

molecule	Peg3 promoter	TRPM1 prom inh	KKLEB tox	aDG glyco act	CF NFkB block	Shn3 3UTR inh	NR2E3 ag-1	NR2E3 ag-2	hiPSC survival	TWEAK-Fn14 inh	HIF-2a inh
O=C(O)c1c(Cl)cccc1Nc1ccccc1	13	/	6	0.0	-12	-14	/	-36	-0.1	5	11
Cc1nc2cc(C(=O)OCC(=O)Nc3cccc(Cl)c3)ccc2n1-c1ccccc1	-5	-10	-12	-0.2	12	9	-2	-16	-0.4	-16	-8
Cc1ccc(C(=O)NN2C(=O)C3C4C=CC([C@@H]3C2=O)C42CC2)cc1 (stereo not given in full)	5	14	-2	-0.1	1	-7	3	-17	-0.7	-12	12
CC(C)(C)c1nnc2sc(SCC(=O)N3CCCc4ccccc43)nn2c1=O	20	4	-10	0.1	18	-10	-1	20	1.7	33	4
CC(=O)c1ccc(O)c(CC=C(C)C)c1	1	-4	17	0.3	-13	8	5	-38	0.2	-4	2
COc1cccc(NC(=O)C(=O)NCCCN2CCCC2=O)c1	-147	-68	0	-0.1	10	-61	-3	-46	-0.4	-4	-140
Cc1ccc2c(c1)cc(C(=O)N[C@@H](Cc1ccccc1)C(=O)O)n2C	20	-3	17	-0.1	-3	-9	/	28	0.2	-6	11
COc1ccc(OC)c(C2=C/C(=C/c3ccccn3)C(=O)O2)c1	14	27	-25	0.0	-4	3	0	-9	0.1	9	15
O=C(CN(c1ccccn1)S(=O)(=O)c1ccc(F)cc1)Nc1ccc(F)cc1F	6	4	6	0.5	-6	2	0	-6	1.4	-3	20
CCC(Cc1ccccc1)NC(=O)c1ccc2nc(N3CCOCC3)sc2c1 (stereo not given)	10	/	-2	-0.3	21	-10	5	-17	0.8	-10	4
O=C(CC(=O)c1ccccc1)CS(=O)(=O)c1ccccc1	-13	1	-2	0.2	6	-15	/	-58	0.8	5	-55
Cc1ccc(NC(=O)Cn2nnc(-c3ccc4c(c3)OCO4)n2)cc1F	8	-3	3	0.1	6	4	3	-25	0.1	-4	7
O=C(C1CCCN(S(=O)(=O)c2ccccc2)C1)N1CCCc2ccccc21 (stereo not given)	36	8	-6	-0.2	12	20	0	-10	-3.4	28	23
O=C1c2[nH]nc(-c3ccccc3O)c2C(c2ccccc2)N1Cc1ccco1 (stereo not given)	38	1	-4	2.4	6	20	2	33	-1.5	8	32
Cc1nn(CC(=O)NC(C)C)c(C)c1[N+](=O)[O-]	-7	-3	-3	-0.1	3	-15	-3	24	0.4	4	21
COc1cccc(CNC(=O)CCS(=O)(=O)c2ccc3c(c2)NC(=O)CS3)c1	12	4	20	-0.1	-2	8	0	-1	-0.5	11	12
O=C(CCl)N1c2ccccc2Sc2c1ccc1ccccc21	58*	30	-16	1.1	4	-2	/	-33	-0.7	-13	-41
O=C(c1ccc(Cl)cc1)[C@@H]1[C@@H]2C(=O)N(c3cccc4ccccc34)C(=O)[C@@H]2C2c3ccccc3C=NN21 (stereo not given in full)	5	15	6	0.2	-4	6	4	14	1.1	-4	25
O=C(CSc1nnnn1-c1cccc(F)c1)NC1CC1	13	4	-18	0.0	17	4	/	0	-0.5	-22	9
Clc1ccc(Cl)c2sc(N3CCCC3)nc12	-41	-8	4	0.1	1	-2	0	-37	-2.4	-25	-87
COc1cccc(N2CCN(C(=O)c3cccnc3)CC2)c1	10	-11	2	0.0	-4	11	-5	-30	-0.3	-10	7
C[C@@H]1CCCCO[C@@H](CN(C)S(=O)(=O)c2cn(C)cn2)[C@@H](C)CN([C@H](C)CO)C(=O)c2cc(N(C)C)ccc2O1	9	/	1	-0.1	0	-2	/	-14	6.4	5	-2
CCOC(=O)C1(CCc2ccccc2)CCN(Cc2cnc(N(C)C)s2)CC1	17	6	-13	0.0	8	4	-1	4	-1.1	17	-2
c1ccc2c(c1)C(=NC1CCCCC1)NC2=NC1CCCCC1	101*	46	-29	-0.4	22	-3	2	26	-5.8	-7	3
Cc1ccc2cc(CN(CC3CCCO3)C(=O)NC3CCCCC3)c(=O)[nH]c2c1C (stereo not given)	16	8	2	0.0	-7	?	-2	-13	2.8	-27	13
COc1nc(NCCO)nc(Nc2cc(Cl)ccc2OC)n1	21	1	-10	-0.1	-18	16	-4	-19	0.2	-11	18
Cc1cccc(C(=O)NCCc2csc(C)n2)c1	-17	-22	-15	0.0	18	1	4	-27	-0.7	18	-34
CCCCOCCCN1CC(=O)N2C(C)c3[nH]c4ccccc4c3C[C@H]2C1=O (stereo not given in full)	11	6	-2	0.1	0	9	-1	-10	0.1	6	7
CCC(=O)NC(c1cccs1)c1cc([N+](=O)[O-])c2cccnc2c1O (stereo not given)	53*	0	-5	0.4	26	28	0	63	-0.2	11	5
C[C@H]1CN([C@@H](C)CO)C(=O)c2cc(Br)cnc2O[C@H]1CN(C)Cc1ccccc1C(=O)O	-4	/	-2	-0.1	13	-18	/	-10	-1.5	-5	10
CCCn1c(C)cc(/C=C(\C#N)C(=O)OCC(=O)NC(=O)NCC)c1C	-28	5	-8	0.7	8	6	-1	-2	-1.0	1	-21
c1ccc(CN2CCN(c3nc(NCc4ccco4)c4ccccc4n3)CC2)cc1	41	-16	-21	2.0	21	30	-2	-6	30*	-15	7
CCN(CCO)Cc1csc2ccccc12	-2	-5	10	-0.3	-23	-28	1	-6	-1.1	9	4
CC(C)(C)OC(=O)C[C@@H]1C/C=C\C[C@@H](CC(=O)N(CCO)Cc2ccccc2)C(=O)NC[C@@H](c2ccccc2)OC1=O	-16	4	6	-0.1	-10	8	/	6	-2.0	5	2
CCOc1cc(N2CCOCC2)c(OCC)cc1NC(=O)c1nn(CC)c(=O)c2ccccc12	60*	15	-13	-0.6	18	13	-4	-17	-0.5	20	-18
O=C(O)Cc1csc(-c2cccc(Oc3ccccc3)c2)n1	-6&-5	2&4	10&-3	-0.1&0.0	0&9	-11&-18	9&1	0&-5	1.6&-0.7	-2&-4	19&17
CC1(C)CC(=O)C2=C(C1)OC(c1cccs1)C(C#N)=C2N (stereo not given)	5	-1	-7	-0.1	13	-59	1	3	-1.1	24	-4
CN1C(=O)/C(=C/c2ccc(OCc3ccccc3F)cc2)N(C)C1=S	-70	-21	14	0.0	-31	-15	1	-10	-0.5	-25	-178
O=C(O)C1CC(O)CN1C(=S)Nc1ccccc1 (stereo not given)	12	11	3	0.0	-13	2	-1	-9	-0.7	4	14
O=C(CSc1nc2ccc(NC(=O)c3ccccc3C(=O)O)cc2s1)Nc1c(Cl)cccc1Cl	-11	-2	4	0.0	-14	-11	2	-30	-0.4	-1	-15
COc1cccc(CN2CCC(C(=O)NC(C)c3cccc4ccccc34)CC2)c1 (stereo not given)	-4	/	12	0.1	-2	-31	/	3	-2.0	1	-1
COc1ccc(NC(=O)NCCCCc2ccccc2)cc1	-38	-3	-5	0.0	-10	3	/	-16	0.2	-22	-73
N#CCSc1nnc(-c2ccccc2O)n1CCc1ccccc1	19	-5	-9	-0.1	6	13	0	21	1.7	9	25
COc1ccccc1C(=O)NC(CCSC)C(=O)NNC(=O)c1ccccc1O (stereo not given)	18	31	-32	0.6	-3	2	3	-1	0.0	-7	-3
Cc1cc(C)c(C#N)c(SCC(=O)c2ccccc2)n1	-38	-13	-16	-0.1	-38	2	2	-21	-1.4	-15	-29
CSc1ncnc2c1ncn2CCCNC1CCN(Cc2ccccc2)CC1	9	/	-2	-0.2	-10	-10	/	-10	-1.5	-25	-10
CCOC(=O)C1CCN(S(=O)(=O)c2ccc3c(c2)NC(=O)CS3)CC1	10	2	3	0.0	11	10	4	8	0.1	-2	2
O=C(CSC(=S)N1CCCC1)NCC(=O)Nc1ccccc1Br	-10	9	-15	1.6	20	6	0	-16	0.4	-3	9
O=C(CSc1ccc(Cl)cc1)NC1CCCC1	-88	-57	2	0.0	-4	-45	-6	-37	-5.3	-8	-143
O=C(Nc1cc(C(F)(F)F)ccc1N1CCOCC1)c1cccs1	12	2	-12	0.0	15	3	2	-1	-0.6	8	19

Further records follow.
molecule	Peg3 promoter	TRPM1 prom inh	KKLEB tox	aDG glyco act	CF NFkB block	Shn3 3UTR inh	NR2E3 ag-1	NR2E3 ag-2	hiPSC survival	TWEAK-Fn14 inh	HIF-2a inh
Oc1ccc(N2CCN(CC(O)c3ccccc3)CC2)cc1 (stereo not given)	11	8	5	-0.1	4	20	-1	4	-0.5	31	9
Cc1ccc(C23CC4CC(CC(NC(=O)NC(C)(C)CO)(C4)C2)C3)cc1	4	-3	8	0.9	-9	17	1	21	1.3	4	11
CCOC(=O)c1cc2ccc(OC)cc2oc1=O	-83	-62	11	0.3	-23	-56	-2	-52	-2.2	-13	-128
COC(=O)C1(C)NC(c2ccccc2C)C2C(=O)N(c3ccccc3)C(=O)C21 (stereo not given)	11	10	9	0.1	6	-9	0	11	0.6	19	11
COc1cc(/C=C2\SC(=S)N(CCC(=O)NC3CCCC3)C2=O)cc(OC)c1OC	38	29	-6	0.7	6	-9	1	-54	0.1	-5	7
CCCC(c1nnnn1C1CCCCC1)N1CCN(c2ncccn2)CC1 (stereo not given)	18	9	-10	-0.2	14	14	2	-28	0.0	3	19
COC(=O)/C(=C\Nc1ccc(Cl)cc1Cl)NC(=O)c1ccccc1	-27	-10	-14	-0.5	5	-10	2	-76	-2.0	-1	-64
CCOC(=O)C1(C)CCCN(C(=O)c2ccc(F)cc2Cl)C1 (stereo not given)	6	/	-18	0.1	17	-7	/	10	2.5	16	8
Cc1ccc(OCC(=O)N/N=C\c2c(C)n(C)c3ccccc23)c([N+](=O)[O-])c1	26	5	3	-0.2	6	16	2	-25	0.3	-8	-17
CC(=O)OC1CCC2C3CCc4cc(O)ccc4C3CCC12C (stereo not given)	31	-1	-11	0.0	17	-1	/	13	-0.9	-5	-34
CCOc1ccc(CN(C)CC(=O)Nc2cccc(S(=O)(=O)N(C)c3ccccc3)c2)cc1	35	-4	-2	0.1	13	32	-5	8	-0.3	26	6
